Screens from PubChem BioAssay.
CCHFV vOTU inh = blocks the CCHF virus ovarian tumor domain protease; CCHFV vOTU protease, Pep-AMC fluorescence; inhibition, % at 11.5 µM; 370,000 compounds, 0.55% hits; AID 651958; in the data active = inhibition above about 30%; also: 0% = vehicle wells with enzyme and 100% = no enzyme wells
BoNT-F LC inh = BoNT F light chain protease inhibition; Multiplex microsphere protease cleavage assay, flow cytometry; inhibition, % at 10 µM; 360,000 compounds, 0.22% hits; AID 588497; in the data active = inhibition above about 35%, passing the limit was not always enough; inconclusive = no clear call, values can overlap the other calls; also: plate controls were buffer without enzyme for full effect and enzyme alone for no effect
3CLpro inhibitor = SARS-CoV 3CLpro protease inhibition; recombinant SARS-CoV 3CLpro, quenched FRET peptide cleavage; AID 1706; inhibition, % at 6 µM; 290,000 compounds, 0.14% hits; in the data active = inhibition above about 12%
BoNT A protease = BoNT A light chain protease inhibition; multiplex microsphere protease substrate cleavage, flow cytometry; inhibition, % at 10 µM; 360,000 compounds, 0.17% hits; AID 588499; also: plate controls were buffer without enzyme for full effect and enzyme alone for no effect
Rv3671c inh = Rv3671c (M. tuberculosis) protease inhibition; inhibition, % at 5.96 µM; 320,000 compounds, 0.048% hits; P9WHR9; in the data active = inhibition above about 38%;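 also: extracellular domain of Rv3671c used as enzyme; 0% = enzyme with DMSO and 100% = no enzyme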
Target sequence (P9WHR9 whole entry, looked up, the tested form may be a part): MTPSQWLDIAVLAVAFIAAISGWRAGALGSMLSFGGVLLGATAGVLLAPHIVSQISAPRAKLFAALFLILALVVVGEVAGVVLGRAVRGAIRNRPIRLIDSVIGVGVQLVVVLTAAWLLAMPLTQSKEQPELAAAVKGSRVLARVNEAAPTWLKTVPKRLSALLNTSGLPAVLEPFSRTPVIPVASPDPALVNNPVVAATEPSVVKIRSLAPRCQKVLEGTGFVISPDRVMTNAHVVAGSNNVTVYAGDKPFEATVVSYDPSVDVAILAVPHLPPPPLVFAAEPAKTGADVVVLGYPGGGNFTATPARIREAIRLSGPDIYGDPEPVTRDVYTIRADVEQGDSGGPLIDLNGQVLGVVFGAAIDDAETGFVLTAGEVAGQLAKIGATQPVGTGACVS
MazF activator = activators of E. coli MazEF toxin-antitoxin RNase; activation, % at 20 µM; AID 504720; FAM/BHQ RNA-DNA oligo cleavage fluorescence, 5 h; P0AE70; 350,000 compounds, 0.32% hits; in the data active = activation above about 50%
Target sequence (P0AE70 whole entry, looked up): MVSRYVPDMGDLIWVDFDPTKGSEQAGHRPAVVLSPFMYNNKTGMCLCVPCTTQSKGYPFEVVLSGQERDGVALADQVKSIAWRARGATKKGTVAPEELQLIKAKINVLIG
PrPC TRFRET = cell surface PrPC inhibition, primary TR-FRET screen; P04156; TR-FRET read-out; inhibition, % at 13.8 µM; 370,000 compounds, 0.43% hits; AID 720596; in the data active = inhibition above about 24%; also: 0% = median of the test wells and 100% = reference compound wells
SSB-PriA inh = inhibitors of Klebsiella pneumoniae PriA binding to SSB C-terminal tail. inhibition, % at 33 µM. AlphaScreen SSBct-PriA binding, biotinylated peptide. AID 1272365. 430,000 compounds, 0.6% hits; in the data active = inhibition mostly above about 37%, no sharp cut-off; inactive = mostly below about 20%;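 also: plate controls were negative control peptide for no effect and reference peptide for full effect; strong numbers were not always called active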
Anthrax LF inh2 = inhibitors of Bacillus anthracis lethal factor protease; 360,000 compounds, 0.12% hits; inhibition, % at 10 µM; P15917; multiplex microsphere protease cleavage assay, LF; also: plate controls were buffer without enzyme for full effect and enzyme alone for no effect
VHR inh abs = blocks human VHR1 dual specificity phosphatase. P51452. AID 1654. inhibition, % at 13.3 µM. recombinant VHR phosphatase, pNPP absorbance. 290,000 compounds, 0.52% hits; in the data active = inhibition above about 50%; also: some compounds called inactive have numbers as strong as hits
Target sequence (P51452 whole entry, looked up): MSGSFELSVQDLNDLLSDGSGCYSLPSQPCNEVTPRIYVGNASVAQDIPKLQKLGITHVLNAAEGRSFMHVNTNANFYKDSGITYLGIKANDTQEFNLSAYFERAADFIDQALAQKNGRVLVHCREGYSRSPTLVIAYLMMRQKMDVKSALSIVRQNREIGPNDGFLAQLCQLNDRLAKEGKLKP
An asterisk follows results filed as active. Rule as the data show it, unless noted: active = inhibition above about 30%; inconclusive = no clear call, values can overlap the other calls; inactive = below that. This is a subset; count on the stated rates, not on these rows.

CNC(=O)NC(=O)C(C)OC(=O)c1c2c(nc3ccccc13)/C(=C/c1cccs1)CC2 (centres undefined) was read as CCHFV vOTU inh 2, BoNT-F LC inh 8, 3CLpro inhibitor 0, BoNT A protease 19, Rv3671c inh -31, MazF activator -42, PrPC TRFRET 6, SSB-PriA inh -3, Anthrax LF inh2 16 and VHR inh abs 19.
For COC(CNC(=O)C(=O)Nc1cc2c3c(c1)CCN3C(=O)CC2)OC the results were CCHFV vOTU inh 1, 3CLpro inhibitor 2, Rv3671c inh 4, MazF activator -38, PrPC TRFRET 0, SSB-PriA inh 6 and VHR inh abs -4.
O=C(OCc1ccccc1)C1=NNC2C(=O)N(Cc3ccccc3)C(=O)C12 (centres undefined) was read as CCHFV vOTU inh -9, BoNT-F LC inh -3, 3CLpro inhibitor 0, BoNT A protease -1.0, Rv3671c inh 1, MazF activator 5, PrPC TRFRET -2, SSB-PriA inh -29, Anthrax LF inh2 0 and VHR inh abs 11.
`CC(C)(C)NC(=O)Cn1nnc(-c2ccc(Cl)cc2)n1` gave CCHFV vOTU inh -22, BoNT-F LC inh 2, 3CLpro inhibitor -5, BoNT A protease 0.4, Rv3671c inh 1, MazF activator 5, PrPC TRFRET 0, SSB-PriA inh -9, Anthrax LF inh2 -1 and VHR inh abs 17.
O=C(O)COc1ccc(/C=N/NC(=O)/C(=C/C=C/c2ccccc2)NC(=O)c2ccccc2)cc1 was read as CCHFV vOTU inh 6, 3CLpro inhibitor 6, Rv3671c inh -1, MazF activator -5, PrPC TRFRET -11 and VHR inh abs 1.
`O=C(NCc1ccccc1F)C1CC(=O)N(c2ccc3c(c2)OCCO3)C1` (centres undefined) gave CCHFV vOTU inh -9, BoNT-F LC inh 9, BoNT A protease 1.4, Rv3671c inh 7, MazF activator -2, PrPC TRFRET 0, SSB-PriA inh -1 and Anthrax LF inh2 0.
`Cc1cc(NC(=O)CSc2nc3c(cc2C#N)CCCC3)no1` gave CCHFV vOTU inh 16, BoNT-F LC inh -3, 3CLpro inhibitor 0, BoNT A protease -0.8, Rv3671c inh 6, MazF activator 3, PrPC TRFRET -4, SSB-PriA inh 4, Anthrax LF inh2 -1 and VHR inh abs -8.
For CC(C)Cn1c(=O)oc2ccccc21 the results were CCHFV vOTU inh 0, BoNT-F LC inh 5, 3CLpro inhibitor 3, BoNT A protease -0.2, Rv3671c inh -6, MazF activator -16, PrPC TRFRET 5, SSB-PriA inh -10, Anthrax LF inh2 2 and VHR inh abs 18.
`CCOC(=O)CCNC(=O)N1CCCC(C(=O)c2ccc3c(c2)OCO3)C1` (centres undefined) gave CCHFV vOTU inh -12, BoNT-F LC inh -2, 3CLpro inhibitor 4, BoNT A protease 0.8, Rv3671c inh -13, MazF activator 6, PrPC TRFRET -1, SSB-PriA inh -6, Anthrax LF inh2 1 and VHR inh abs 8.
C[C@H](CO)N1C[C@H](C)[C@H](CN(C)C(=O)Nc2cccc3ccccc23)OCc2cnnn2CCCC1=O was read as CCHFV vOTU inh -5, BoNT-F LC inh -2, BoNT A protease -0.3, MazF activator 2, PrPC TRFRET 1 and Anthrax LF inh2 -2.
Cc1ccc(C(c2nnnn2C2CCCCC2)N(C)C2CCCCC2)cc1 (centres undefined) was read as CCHFV vOTU inh -4, BoNT-F LC inh -3, 3CLpro inhibitor -2, BoNT A protease -0.2, Rv3671c inh -4, MazF activator 1, PrPC TRFRET -4, SSB-PriA inh -12, Anthrax LF inh2 -1 and VHR inh abs 16.
CN(Cc1ccccc1)C(=O)c1ccc2c(c1)NC(=O)C(N1CCOCC1)S2 (centres undefined) was read as CCHFV vOTU inh -9, BoNT-F LC inh -4, 3CLpro inhibitor -3, BoNT A protease -0.2, MazF activator 4, PrPC TRFRET 1, SSB-PriA inh -4, Anthrax LF inh2 -7 and VHR inh abs 24.
Screening COCc1nc2ccccc2n1Cc1cccc(C)c1 returned CCHFV vOTU inh -5, BoNT-F LC inh -5, 3CLpro inhibitor 5, BoNT A protease -2.2, Rv3671c inh 8, MazF activator 0, PrPC TRFRET 6, SSB-PriA inh -11, Anthrax LF inh2 -1 and VHR inh abs -16.
Screening O=C(Nc1ccccc1-c1ccccc1)c1ccc(=O)[nH]n1 returned CCHFV vOTU inh -10, BoNT-F LC inh -2, 3CLpro inhibitor -4, BoNT A protease -2.4, Rv3671c inh -5, MazF activator 2, PrPC TRFRET 2, SSB-PriA inh -8, Anthrax LF inh2 6 and VHR inh abs -7.
Screening O=C(NCc1ccc2c(c1)OCO2)c1nc(Cn2cc(Br)cn2)no1 returned CCHFV vOTU inh 1, BoNT-F LC inh -16, 3CLpro inhibitor -8, BoNT A protease 0.1, Rv3671c inh -14, MazF activator 3, PrPC TRFRET 8, SSB-PriA inh -20, Anthrax LF inh2 -11 and VHR inh abs 2.
`Cc1nc(Cl)sc1C(=O)Nc1ccccc1Cl` gave CCHFV vOTU inh 16, BoNT-F LC inh 32, 3CLpro inhibitor 4, BoNT A protease 0.5, Rv3671c inh 2, MazF activator 7, PrPC TRFRET 10, SSB-PriA inh -9, Anthrax LF inh2 4 and VHR inh abs 17.
`O=C(O)CCCCCNS(=O)(=O)c1cccc2nsnc12` gave CCHFV vOTU inh -6, BoNT-F LC inh -4, 3CLpro inhibitor 6, BoNT A protease -0.9, Rv3671c inh -7, MazF activator -1, PrPC TRFRET -29, SSB-PriA inh -3, Anthrax LF inh2 1 and VHR inh abs 0.
For O=C(N/N=C/c1c[nH]c2ccccc12)C1CC1(c1ccccc1)c1ccccc1 (centres undefined) the results were CCHFV vOTU inh 24, BoNT-F LC inh -13, 3CLpro inhibitor 6, BoNT A protease -0.9, Rv3671c inh 18, MazF activator -4, PrPC TRFRET -1, Anthrax LF inh2 -2 and VHR inh abs 0.
For Cc1cccn2c(=O)c(/C=C(\C#N)C(=O)NCc3ccco3)c(N3CCOCC3)nc12 the results were CCHFV vOTU inh -22, BoNT-F LC inh -12, 3CLpro inhibitor 1, BoNT A protease 0.1, Rv3671c inh 4, MazF activator -10, PrPC TRFRET 0, SSB-PriA inh -1, Anthrax LF inh2 -4 and VHR inh abs 25.
`C=CCn1nc(-c2ccccc2)cc1C(=O)OCC` gave CCHFV vOTU inh -10, BoNT-F LC inh -1, BoNT A protease -0.5, Rv3671c inh -4, MazF activator 0, PrPC TRFRET -2, SSB-PriA inh -13 and Anthrax LF inh2 2.
`COc1ccc(CNn2cnnc2)c(O)c1` gave CCHFV vOTU inh -2, BoNT-F LC inh -9, 3CLpro inhibitor -1, BoNT A protease -1.4, Rv3671c inh -4, MazF activator 11, PrPC TRFRET 5, SSB-PriA inh 3, Anthrax LF inh2 -1 and VHR inh abs 1.
`Cc1ccsc1C(=O)C1CCCN(Cc2c(C)nn(C(C)C)c2C)C1` (centres undefined) gave CCHFV vOTU inh -14, BoNT-F LC inh -6, 3CLpro inhibitor 0, BoNT A protease -1.2, Rv3671c inh 4, MazF activator 3, PrPC TRFRET 8, SSB-PriA inh 3, Anthrax LF inh2 0 and VHR inh abs 4.
For O=C(Nc1ccc(S(=O)(=O)N2CCc3ccccc32)cc1)c1ccco1 the results were CCHFV vOTU inh -17, BoNT-F LC inh -17, 3CLpro inhibitor 3, BoNT A protease -1.2, Rv3671c inh -53, MazF activator -3, PrPC TRFRET 13, SSB-PriA inh -2, Anthrax LF inh2 -3 and VHR inh abs 12.
O=C1N(Cc2cccc(Cl)c2)C[C@@H]2C[C@@H](c3cccn3-c3nccs3)N3CCC[C@@]123 was read as CCHFV vOTU inh 5, BoNT-F LC inh 11, 3CLpro inhibitor 1, BoNT A protease 0.9, Rv3671c inh 4, MazF activator -6, PrPC TRFRET 3, SSB-PriA inh 2, Anthrax LF inh2 4 and VHR inh abs -4.
`O=C(Nc1ccccc1Cl)c1cc2ccccc2o/c1=N\O` gave CCHFV vOTU inh -6, BoNT-F LC inh -12, 3CLpro inhibitor 7, BoNT A protease -1.3, Rv3671c inh -4, MazF activator -1, PrPC TRFRET -14, Anthrax LF inh2 -5 and VHR inh abs 68.
Screening O=[N+]([O-])c1ccc(O)c2cccnc12 returned CCHFV vOTU inh 1, BoNT-F LC inh -4, 3CLpro inhibitor -1, BoNT A protease -1.0, Rv3671c inh -5, MazF activator -7, PrPC TRFRET -12, SSB-PriA inh 4, Anthrax LF inh2 0 and VHR inh abs 14.
`Cc1ccc(Cn2c([N+](=O)[O-])cnc2C)cc1` gave CCHFV vOTU inh 25, BoNT-F LC inh 4, 3CLpro inhibitor -5, BoNT A protease 0.4, Rv3671c inh 4, MazF activator 1, PrPC TRFRET -2, SSB-PriA inh -2, Anthrax LF inh2 5 and VHR inh abs 2.
`CCN(CC(=O)Nc1ccccc1C(F)(F)F)C(=O)c1oc2c(Cl)cccc2c1C` gave CCHFV vOTU inh 14, BoNT-F LC inh inconclusive, BoNT A protease 6.5, Rv3671c inh 4, MazF activator -1, PrPC TRFRET 5, SSB-PriA inh -13 and Anthrax LF inh2 -2.
Screening COc1ccccc1C1CCN(Cc2cccc3ccccc23)CC1 returned CCHFV vOTU inh -4, BoNT-F LC inh 0, 3CLpro inhibitor -3, BoNT A protease -1.5, Rv3671c inh 4, MazF activator 1, PrPC TRFRET -6, SSB-PriA inh 1, Anthrax LF inh2 -8 and VHR inh abs 6.
`CC(=O)N1CCOc2ccc(S(=O)(=O)N3CCC(C)CC3)cc21` gave CCHFV vOTU inh -1, 3CLpro inhibitor 5, Rv3671c inh -3, MazF activator 11, PrPC TRFRET 1, SSB-PriA inh -6 and VHR inh abs 0.

Continued; the last two above are carried over.
Screening COc1ccccc1C1CCN(Cc2cccc3ccccc23)CC1 returned CCHFV vOTU inh -4, BoNT-F LC inh 0, 3CLpro inhibitor -3, BoNT A protease -1.5, Rv3671c inh 4, MazF activator 1, PrPC TRFRET -6, SSB-PriA inh 1, Anthrax LF inh2 -8 and VHR inh abs 6.
`CC(=O)N1CCOc2ccc(S(=O)(=O)N3CCC(C)CC3)cc21` gave CCHFV vOTU inh -1, 3CLpro inhibitor 5, Rv3671c inh -3, MazF activator 11, PrPC TRFRET 1, SSB-PriA inh -6 and VHR inh abs 0.
For CCC(CC)C(=O)NCCc1cc2ccc(OC)cc2[nH]c1=O the results were CCHFV vOTU inh 3, BoNT-F LC inh 0, 3CLpro inhibitor -3, BoNT A protease 0.2, Rv3671c inh 3, MazF activator 6, PrPC TRFRET -6, SSB-PriA inh 0, Anthrax LF inh2 -3 and VHR inh abs 8.
CC1CCCN(CC(O)CN2CCN(CC(O)CN3CCCC(C)C3)C(C)C2)C1 (centres undefined) was read as CCHFV vOTU inh 4, BoNT-F LC inh 2, BoNT A protease 1.8, MazF activator -2, PrPC TRFRET 3, SSB-PriA inh -3 and Anthrax LF inh2 3.
`O=C(COC(=O)CCc1c[nH]c(=O)[nH]1)Nc1ccccc1` gave CCHFV vOTU inh -11, BoNT-F LC inh 11, 3CLpro inhibitor 1, BoNT A protease 0.2, Rv3671c inh -6, MazF activator -24, PrPC TRFRET 4, SSB-PriA inh -3, Anthrax LF inh2 -8 and VHR inh abs 1.
Screening C#CCOCCOCCOCCNc1nc(N2CCOCC2)nc(N2CCN(C(=O)Cn3cc(CCCN=C(N)N)nn3)CC2)n1 returned CCHFV vOTU inh 0, BoNT-F LC inh -7, 3CLpro inhibitor -2, BoNT A protease -0.4, Rv3671c inh 4, MazF activator 10, PrPC TRFRET 0, SSB-PriA inh -5, Anthrax LF inh2 -8 and VHR inh abs 9.
Screening COc1ccc(N/C=C2/CCCCC2=O)cc1 returned CCHFV vOTU inh -2, BoNT-F LC inh -4, 3CLpro inhibitor -4, BoNT A protease 0.1, Rv3671c inh 9, MazF activator 0, PrPC TRFRET 6, SSB-PriA inh 16, Anthrax LF inh2 -1 and VHR inh abs -16.
`CCN(CC(=O)Nc1ccc(NC(C)=O)cc1)C(=O)c1cccnc1Sc1ccc(C)c(C)c1` gave CCHFV vOTU inh 9, BoNT-F LC inh inconclusive, BoNT A protease -3.0, Rv3671c inh -5, MazF activator 2, PrPC TRFRET 1, SSB-PriA inh -9 and Anthrax LF inh2 1.
